Tau fluor counter: counter-screen for tau fibril formation inhibitors; tau K18 P301L (four-repeat tau fragment) Alexa594 fluorescence, heparin fibrillization; Potency, µM (top dose mostly 57.7 µM), inactives show top-dose activity change, negative = decrease; 280,000 tested, 0.93% active; note: potency is the fitted concentration of half-maximal effect; % is set by controls: 0 for no effect and ±100 for the full control effect; nearly all actives have a fitted effect of over 55% in size
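Human K18 P301L tau (15 uM unlabeled plus 0.24 uM Alexa 594-labeled, final) in 100 mM sodium acetate pH 7 was mixed with compound and 20 uM heparin and incubated 6 hr at 37 C.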
Epigenetic reg: epigenetic control regulation, reporter derepression; Potency, µM (top dose mostly 53.9 µM), for inactives: at the highest dose GFP activation, most hits filed as activators; AID 1865; murine LDR cells, GFP reporter derepression, 30 h; 280,000 tested, 0.2% active; note: potency is the fitted concentration of half-maximal effect; % of control where 0% means no effect; nearly all actives have a fitted effect of over 60% in size
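GFP-positive cell count by laser-scanning cytometry (objects 20–120 um) after 30 h, 37 C compound exposure of murine LDR cells; reporter is CMV-GFP integrated at a silenced locus, inducible by HDAC or DNMT inhibitors.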
GLA spleen mod: alpha-galactosidase A (human) modulation. Potency, µM (top dose mostly 80 µM), without a hit: at the top dose activity change, negative = inhibition, hits mostly inhibitors. 240,000 tested, 0.008% active. human spleen homogenate, 4MU-alpha-Gal fluorescence, 40 min. P06280. AID 2107;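 note: potency is the fitted concentration of half-maximal effect; 0% = enzyme with vehicle and -100% = no enzyme basal signal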
Target sequence (P06280 32-429 limits assumed): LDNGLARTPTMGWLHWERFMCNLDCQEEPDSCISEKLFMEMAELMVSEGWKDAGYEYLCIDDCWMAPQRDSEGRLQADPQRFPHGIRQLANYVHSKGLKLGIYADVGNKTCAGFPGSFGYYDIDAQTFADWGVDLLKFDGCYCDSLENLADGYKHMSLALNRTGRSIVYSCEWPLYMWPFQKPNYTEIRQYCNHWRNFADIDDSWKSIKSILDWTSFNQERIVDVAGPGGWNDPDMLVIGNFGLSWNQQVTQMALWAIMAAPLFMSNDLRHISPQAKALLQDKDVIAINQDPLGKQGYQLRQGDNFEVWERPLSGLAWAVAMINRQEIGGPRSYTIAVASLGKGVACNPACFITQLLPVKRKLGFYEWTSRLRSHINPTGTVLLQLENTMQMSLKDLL
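Human spleen homogenate (1 ug) was the enzyme source, with 4-methylumbelliferyl-alpha-D-galactopyranoside (1 mM final) in pH 5.0 citrate buffer with 0.01% Tween-20. Compounds were titrated; after 40 min at 37C, NaOH/glycine stop, 4-MU fluorescence read; AC50 from Hill fits.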
TexasRed fluor: counter-screen for TRb-SRC2 inhibitors: fluorescence interference; TRb/SRC2 Texas Red total fluorescence interference; 280,000 tested, 0.29% active; AID 1479; Potency, µM (series often up to 106 µM), for inactives: at the highest dose fluorescence change, negative = quenching; active = well fitted curve in either direction with a large enough effect; inconclusive = small, poorly fitted or top-dose-only effect; note: potency is the fitted concentration of half-maximal effect; % is set by controls: 0 for no effect and ±100 for the full control effect
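Human TRβ ligand-binding domain (0.6 uM) and Texas Red SRC2 peptide (20 nM) in Tris buffer with 1 uM T3 and 5% DMSO were incubated with pinned compound for 5 hr at ambient temperature. Total fluorescence was computed as S + 2P (555/632 nm).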
CBFb-RUNX1 inh: inhibitors of human CBF-beta and RUNX1 interaction | Q01196+Q13951 | AlphaScreen CBFb-His/RUNX1-biotin binding, biochemical | Potency, µM (highest dose often 59.8 µM), for inactives: top-dose activity, negative = inhibition, most hits filed as inhibitors | 230,000 tested, under 10 active | AID 1477; note: % of control where 0% means no effect
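AlphaScreen proximity signal reports loss of binding between His-tagged CBF-beta and biotin-labelled RUNX1, each at 30 nM. Proteins are pre-associated for 20 minutes, compounds added for 15 minutes, then beads for 90 minutes, all at ambient temperature.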
TRb SRC2 PPI: disrupts binding of human TR beta to SRC2 | 280,000 tested, 0.065% active | Potency, µM (highest dose often 106 µM), inactives show at the highest dose activity change, negative = inhibition, hits mostly inhibitors | AID 1469 | TRbeta-SRC2 peptide binding, fluorescence polarization; receptor liganded with 1 µM T3;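 note: potency is the fitted concentration of half-maximal effect; plate controls were bound peptide for no effect and peptide without receptor for full effect; nearly all actives have a fitted effect of over 50% in size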
Target sequence (P10828 whole entry, looked up): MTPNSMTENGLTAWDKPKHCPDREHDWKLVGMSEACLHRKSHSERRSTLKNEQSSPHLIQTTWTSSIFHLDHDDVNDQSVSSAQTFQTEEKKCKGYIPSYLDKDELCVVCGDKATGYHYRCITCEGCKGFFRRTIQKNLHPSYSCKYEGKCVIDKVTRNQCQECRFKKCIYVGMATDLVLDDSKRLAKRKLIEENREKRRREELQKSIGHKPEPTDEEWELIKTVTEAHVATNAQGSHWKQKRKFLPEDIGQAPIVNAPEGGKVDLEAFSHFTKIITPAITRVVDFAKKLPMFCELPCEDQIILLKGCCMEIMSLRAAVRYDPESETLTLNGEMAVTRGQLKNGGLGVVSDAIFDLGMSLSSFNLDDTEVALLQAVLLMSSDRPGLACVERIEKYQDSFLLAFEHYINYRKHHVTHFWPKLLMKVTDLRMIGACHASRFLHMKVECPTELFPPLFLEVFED
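TRb LBD 0.6 uM + Texas Red SRC2 peptide 20 nM, 1 uM T3, Tris buffer w/ 5% DMSO; compound pinned, 5 h RT; FP read ex 555/em 632; normalized to unbound and bound controls.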
Tau FP inhib: tau fibrillization inhibition (FP); P10636; Potency, µM (series often up to 57.7 µM), inactives show at the highest dose activity, negative = inhibition, actives largely listed as inhibitors; 280,000 tested, 0.39% active; K18 P301L tau heparin fibrillization, Alexa594 FP, 6 h; note: potency is the fitted concentration of half-maximal effect; % is set by controls: 0 for no effect and ±100 for the full control effect; nearly all actives have a fitted effect of over 55% in size
Target sequence (P10636 561-689 P618L limits assumed): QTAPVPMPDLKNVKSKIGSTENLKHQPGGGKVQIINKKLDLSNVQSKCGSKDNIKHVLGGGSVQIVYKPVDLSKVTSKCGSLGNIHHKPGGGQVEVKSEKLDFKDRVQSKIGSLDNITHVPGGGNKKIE
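Compound effects on tau fibrillization are measured by Alexa 594 fluorescence polarization (ex 555, em 632 nm). K18 P301L tau is used at 15 uM with 0.24 uM labeled tracer, and 20 uM heparin induces aggregation over 6 hr at 37 C.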
NPSR antag: blocks cAMP signaling of the human neuropeptide S receptor; Q6W5P4; CHO-NPSR cells, cAMP TR-FRET, antagonist mode; Potency, µM (highest dose often 38.3 µM), for the others: top-dose activity change, negative = inhibition, usual class: inhibitors; 220,000 tested, 1% active; AID 1461; note: potency is the fitted concentration of half-maximal effect; % is set by controls: 0 for no effect and ±100 for the full control effect; nearly all actives have a fitted effect of over 50% in size; many of its hits are not listed in these tables
Active calls of the source: *; u = inconclusive; x = no result given; [ ] = dose if it differs, or a comment. Unless noted, calls come from the whole dose curve; as a rule, active = well fitted curve in the direction sought with a large enough effect; inconclusive = small, poorly fitted or top-dose-only effect, or another doubt; inactive = no such curve, though single readings can be large; an effect the other way counts as inactive or inconclusive. An excerpt; the hit share may differ from the screen's.

SMILES	Tau fluor counter	Epigenetic reg	GLA spleen mod	TexasRed fluor	CBFb-RUNX1 inh	TRb SRC2 PPI	Tau FP inhib	NPSR antag
COc1ccc(C(=O)NN/C(C)=C/C(=O)C(F)(F)C(F)(F)C(F)(F)F)cc1	-12%	0.2%	12%	-4%	6%	5%	4%	1%
CCN(CC)c1ccc(/C=N/NC(=S)NCc2ccco2)cc1	u	0.0%	9%	-5%	-23%	-2%	u	-33%
COc1ccc(-c2[nH]n(-c3ccc([N+](=O)[O-])cc3)c(=O)c2C=NCc2ccc(F)cc2)cc1	-30%	u	0%	-3%	3%	-3%	1%	-19%
Cc1nnc(NC(=O)CSCc2ccccc2)s1	7%	0.0%	6%	5%	22%	-24%	-2%	-12%[46.1 µM]
O=C(CCCCCN1C(=O)c2ccccc2C1=O)Oc1ccc2c3c(c(=O)oc2c1)CCC3	0%	-1.0%	2%	0%	1%	-26%	4%	9%
CNc1nc(Sc2cccc(C(F)(F)F)c2)cc(C(F)(F)F)n1	-9%	-1.1%	-11%	-1%	3%	3%	-9%	-17%[46.1 µM]
CCc1ccc(NC(=O)Cn2nnc(C(=O)NCc3ccco3)c2N)cc1	-1%	-0.4%	x	0%	x	0%	-1%	x
CCCCOC(=O)CCc1c(C)[nH]c(=S)[nH]c1=O	2%	-0.9%	5%	1%	3%	4%	-4%	-5%[46.1 µM]
Cc1cccc(-c2nc(CN3CCCC(C(=O)NC4CCCC4)C3)c(C)o2)c1 (stereo not given)	-3%	0.9%	5%	-1%	13%	-15%	-12%	-6%[46.1 µM]
O=C(OCCN(C1=NS(=O)(=O)c2ccccc21)c1ccc(Cl)cc1)c1ccco1	-11%	-6.0%	-9%	-2%	-4%	1%	0%	-23%[46.1 µM]
COc1ccc(C(=O)NNC(=O)CN2CCC(n3nnc4cc(F)ccc43)CC2)cc1	-7%	-1.0%	-1%	-2%	6%	-8%	6%	15%
CCCCN(C)C(=O)Cn1cnc2sc(C)c(S(=O)(=O)N3CCC(C)CC3)c2c1=O	-14%	-0.4%	x	0%	x	2%	u	x
COc1cc(NC(=S)N2CCN(C(c3ccccc3)c3ccccc3)CC2)cc(OC)c1	-20%	-4.5%	-7%	-3%	6%	-7%	u	-16%[46.1 µM]
O=C(Nc1nc2c(Cl)ccc(Cl)c2s1)c1ccco1	-21%	0.8%	8%	-7%	2%	-3%	-2%	23%[46.1 µM]
CCCN(Cc1cc(=O)[nH]c2ccccc12)C(=O)CC	16%	-1.3%	-2%	1%	1%	-12%	2%	-23%
Clc1ccc(CN2CCC(CNc3ncnc4onc(-c5ccc(Cl)cc5)c34)CC2)cc1	-19%	-0.2%	x	0%	x	1%	-6%	x
COc1ccc(/C(C)=N\NS(=O)(=O)c2ccccc2)cc1OC	0%	0.0%	4%	-2%	8%	-2%	-11%	6%
COc1ccc(OC)c(S(=O)(=O)Nc2cc(C(=O)O)ccc2N2CC3CC(C2)c2cccc(=O)n2C3)c1 (stereo not given)	-1%	0.2%	0%	-3%	7%	3%	-8%	15%
CCn1nc(C)c(CNC(=O)c2cc(COc3ccc(F)cc3Cl)on2)c1C	-22%	0.0%	-3%	0%	5%	7%	1%	8%
CCC(=O)N/N=C(\C)CC(=O)Nc1ccc2c(c1)OCCO2	-11%[2.34 µM]	-1.1%	8%	0%	-14%	4%	-10%[2.34 µM]	18%
Cc1nc(N2CCC(C)CC2)c2c(C)c(C(=O)O)sc2n1	-1%	0.0%	11%	-11%	-1%	1%	10%	22%[46.1 µM]
O=C(COC(=O)COc1cccc(F)c1)NCCC1=CCCCC1	-8%	-0.1%	-3%	0%	11%	3%	-7%	8%
C=CCN=c1sc(C(=O)OC)cc(=O)n1CC=C	-1%	-1.2%	11%	-3%	1%	-5%	-7%	-4%[46.1 µM]
CCC1SC2=NC(C)=C(C(=O)OC)C(c3ccc(C(=O)OC)cc3)N2C1=O (stereo not given)	-11%	0.2%	-4%	-4%	-2%	-3%	4%	-6%[46.1 µM]
FC(F)(F)c1cc(-c2ccccc2)nc(NCc2cccs2)n1	-26%	-1.0%	3%	-6%	u	8%	u	-23%
CC(=O)c1cccc(Nc2cc(C)nc3ccccc23)c1	-28%	-1.9%	-8%	1%	9%	-2%	-9%	5%
CCn1c(SCC(=O)NNC(=S)Nc2ccccc2)nnc1-c1ccc(Cl)cc1	-2%	-1.0%	6%	0%	-3%	-6%	3%	-3%
O=C(CC1C(=O)NCCN1C(=O)Nc1ccc(F)cc1)Nc1cc(Cl)ccc1Cl (stereo not given)	-9%	2.1%	6%	1%	9%	-1%	-2%	-4%
CCN(CC)CCCN(C(C)=O)c1nc(-c2cc(OC)ccc2OC)cs1	-4%	2.9%	-2%	-1%	1%	3%	2%	9%[46.1 µM]
Cc1c(N=C/C=C2/N(C)c3ccccc3C2(C)C)c(=O)n(-c2ccccc2)n1C	-8%	-0.3%	3%	11%	0%	7%	4%	-4%[46.1 µM]
Cc1ccc(Nc2ccc3nonc3c2[N+](=O)[O-])cc1	-13%	6.7%	12%	-1%	-7%	4%	9%	-4%
COc1ccc(OC)c(NC(=O)c2cc(C3CC3)nc3c2c(C)nn3-c2ccc(C)cc2)c1	u	-1.3%	x	-2%	x	2%	-7%	x
OCCN=Cc1c(O)[nH]c2ccccc12	-7%	-2.9%	-6%	-3%	-2%	-8%	-2%	-27%[46.1 µM]
CN(C)/N=C/C=C1\CCC/C(=C\c2ccc(F)c(F)c2)C1=O	-11%	0.9%	15%	-2%	-7%	0%	1%	-40%
COc1cccc(CN2CCN(Cc3ccc(O)cc3)CC2CCO)c1 (stereo not given)	11%	0.2%	-19%	-2%	9%	3%	5%	-2%
O=C(Cc1ccccc1)NNC(=O)Cc1ccccc1	-5%	11%	6%	-2%	-5%	3%	1%	18%

Two entries from above in another layout:
FC(F)(F)c1cc(-c2ccccc2)nc(NCc2cccs2)n1
  Tau fluor counter: -26% | Epigenetic reg: -1.0% | GLA spleen mod: 3% | TexasRed fluor: -6% | CBFb-RUNX1 inh: u | TRb SRC2 PPI: 8% | Tau FP inhib: u | NPSR antag: -23%

CC(=O)c1cccc(Nc2cc(C)nc3ccccc23)c1
  Tau fluor counter: -28% | Epigenetic reg: -1.9% | GLA spleen mod: -8% | TexasRed fluor: 1% | CBFb-RUNX1 inh: 9% | TRb SRC2 PPI: -2% | Tau FP inhib: -9% | NPSR antag: 5%

Remaining list, next part.
SMILES	Tau fluor counter	Epigenetic reg	GLA spleen mod	TexasRed fluor	CBFb-RUNX1 inh	TRb SRC2 PPI	Tau FP inhib	NPSR antag
COc1ccc(-c2ccc(=O)n(CC(=O)Nc3cccc(O)c3)n2)cc1OC	-15%	-0.3%	1%	2%	-2%	5%	-5%	-1%[46.1 µM]
CCNc1nc(N)nc(-c2cc(Cl)ccc2O)n1	-22%	-5.0%	5%	0%	14%	-1%	-4%	-4%
O=C(NC(=S)Nc1ccc(N2CCOCC2)cc1)c1cccc(Cl)c1	u	-1.8%	-1%	0%	u	5%	9%	9%
Cc1ccccc1OC(C)C(=O)NC1CCCC1 (stereo not given)	7%	-0.8%	-5%	1%	6%	-9%	6%	-5%[46.1 µM]
CCOC(=O)C1=C(O)/C(=C\c2ccc(CNC(=O)C(=O)Nc3ccccc3)o2)N=C1C	3%	-6.6%	7%	-3%	1%	9%	7%	-19%[46.1 µM]
COc1ccc2c(c1)CCc1c(C(=O)NCc3cccnc3)noc1-2	-8%	-2.5%	0%	2%	11%	-11%	-8%	-4%[46.1 µM]
COCc1[nH]nc2c1C1(CCSCC1)C(C#N)=C(N)O2	5%	0.9%	8%	1%	9%	2%	1%	-8%[46.1 µM]
O=C1CCCc2ccccc2N1Cc1ccc(F)cc1	-9%	0.5%	-5%	0%	-5%	-3%	-5%	-17%
CC1CC(C)CN(C(=O)COC(=O)CCc2nc3ccccc3c(=O)[nH]2)C1 (stereo not given)	4%	-2.0%	14%	-3%	19%	3%	-3%	9%
Cc1nc(-c2cccc(C(F)(F)F)c2)sc1C(=O)O	1%	5.2%	0%	2%	5%	-11%	0%	-18%
Cc1c(C)c2cc(Cl)c(O)c(CN3CCN(C)CC3)c2oc1=O	-7%	1.2%	u	-2%	9%	-4%	0%	6%[7.67 µM]
CCc1ccc(OCC(=O)O/N=C(\N)Cc2ccc([N+](=O)[O-])cc2)cc1	-20%	1.0%	-5%	3%	20%	4%	12%	-1%
COc1cc(OC)cc(C(=O)NCCSCc2ccco2)c1	0%	0.0%	6%	0%	-2%	-4%	5%	-10%[46.1 µM]
C=CCc1cc(Cl)ccc1OCCNCCN1CCOCC1	-12%	0.1%	4%	-5%	13%	9%	-5%	-2%
CCN1CCN(Cc2c(O)ccc3oc(C)c(C(=O)Nc4cccc(Cl)c4C)c23)CC1	-7%	0.0%	x	u	x	-5%	-5%	x
CCC(=O)N1CCc2cc(CNC(=O)Nc3cc(OC)c(OC)c(OC)c3)ccc21	-21%	0.0%	x	-2%	x	3%	11%	x
O=c1[nH]c(SCc2ccccc2F)nc2ccccc12	-11%	-1.1%	6%	0%	-2%	6%	-3%	31%
COc1ccc(CCNC2CCN(C)CC2)cc1OC	3%	-0.7%	1%	-2%	18%	-17%	6%	-13%[46.1 µM]
COc1ccc(CCNC(=O)Cn2c(=O)n(-c3ccc(F)cc3)c(=O)c3sccc32)cc1OC	-10%	2.4%	-2%	14%	-2%	4%	-7%	0%
Cc1ccc(C)c(N2CCN(c3ncnc4c3nc3n4CCCC3)CC2)c1	-16%	-1.2%	x	20µM*[quencher]	x	-7%	3%	x
CCn1cc(C(=O)NCc2ccccc2Cl)c(=O)c2cc(S(=O)(=O)N3CCCCCC3)ccc21	-24%	1.8%	x	1%	x	5%	-5%	x
COc1ccccc1C(=O)OCCN1CCOCC1	-12%	0.7%	5%	-2%	2%	1%	-2%	-1%[46.1 µM]
O=C(O)CN1CCCC1=Nc1ccccc1	-5%	-1.4%	5%	0%	7%	3%	-2%	-37%[46.1 µM]
S=c1[nH]nc(C2CCCCC2)n1/N=C/c1ccc(Br)s1	-6%	6.9%	0%	2%	7%	3%	-4%	-2%[46.1 µM]

From PubChem BioAssay
